Compound activity from PubChem BioAssay.
TRb-SRC2 inh: TRbeta-SRC2 interaction inhibition; P10828; TRbeta-SRC2 peptide binding, fluorescence polarization; receptor liganded with 1 µM T3; Potency, µM (highest dose often 106 µM), without a hit: top-dose activity change, negative = inhibition, most hits filed as inhibitors; 280,000 tested, 0.065% active; AID 1469;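 note: plate controls were bound peptide for no effect and peptide without receptor for full effect; nearly all actives have a fitted effect of over 50% in size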
Target sequence (P10828 whole entry, looked up): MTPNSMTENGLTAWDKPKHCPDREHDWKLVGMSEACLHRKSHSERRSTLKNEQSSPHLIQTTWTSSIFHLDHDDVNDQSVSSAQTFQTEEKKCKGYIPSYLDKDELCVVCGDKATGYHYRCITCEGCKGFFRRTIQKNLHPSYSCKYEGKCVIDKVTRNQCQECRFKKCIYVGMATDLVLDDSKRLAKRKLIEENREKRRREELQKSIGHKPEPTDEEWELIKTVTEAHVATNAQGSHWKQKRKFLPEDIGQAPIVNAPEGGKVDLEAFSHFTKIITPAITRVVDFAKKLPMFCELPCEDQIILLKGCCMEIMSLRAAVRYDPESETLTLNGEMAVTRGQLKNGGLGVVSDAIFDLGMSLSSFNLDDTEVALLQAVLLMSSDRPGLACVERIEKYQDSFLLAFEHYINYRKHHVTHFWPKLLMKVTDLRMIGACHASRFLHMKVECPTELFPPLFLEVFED
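Polarization signal, normalized between peptide-alone and full complex controls, measured compound effects on T3-liganded human TRb LBD (0.6 uM) binding 20 nM Texas Red SRC2 peptide after 5 hr.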
TexasRed fluor: counter-screen for TRb-SRC2 inhibitors: fluorescence interference; TRb/SRC2 Texas Red total fluorescence interference; Potency, µM (doses to about 106 µM), for the others: top-dose fluorescence change, negative = quenching; 280,000 tested, 0.29% active; active = well fitted curve in either direction with a large enough effect; inconclusive = small, poorly fitted or top-dose-only effect
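Human TRβ ligand-binding domain (0.6 uM) and Texas Red SRC2 peptide (20 nM) in Tris buffer with 1 uM T3 and 5% DMSO were incubated with pinned compound for 5 hr at ambient temperature. Total fluorescence was computed as S + 2P (555/632 nm).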
ALDH1A1 block: inhibitors of human aldehyde dehydrogenase 1A1 | P00352 | Purified ALDH1A1, NADH fluorescence, propionaldehyde substrate | Potency, µM (titrated, usually from 75.3 µM), for inactives: at the highest dose activity, negative = inhibition, usual class: inhibitors | 220,000 tested, 7.3% active | AID 1030; active = well fitted inhibition curve with a large enough effect, not every such curve was filed as active; inconclusive = small, poorly fitted or top-dose-only effect, or another doubt; inactive = no such curve, though single readings can be large or run the other way;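 note: plate controls were no enzyme wells and a reference inhibitor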
aGal spleen mod: inhibitors or activators of human alpha-galactosidase in spleen homogenate | P06280 | human spleen homogenate, 4MU-alpha-Gal fluorescence, 40 min | Potency, µM (doses to about 80 µM), for inactives: top-dose activity change, negative = inhibition, most hits filed as inhibitors | 240,000 tested, 0.008% active;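 note: 0% = enzyme with vehicle and -100% = no enzyme basal signal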
Target sequence (P06280 32-429 limits assumed): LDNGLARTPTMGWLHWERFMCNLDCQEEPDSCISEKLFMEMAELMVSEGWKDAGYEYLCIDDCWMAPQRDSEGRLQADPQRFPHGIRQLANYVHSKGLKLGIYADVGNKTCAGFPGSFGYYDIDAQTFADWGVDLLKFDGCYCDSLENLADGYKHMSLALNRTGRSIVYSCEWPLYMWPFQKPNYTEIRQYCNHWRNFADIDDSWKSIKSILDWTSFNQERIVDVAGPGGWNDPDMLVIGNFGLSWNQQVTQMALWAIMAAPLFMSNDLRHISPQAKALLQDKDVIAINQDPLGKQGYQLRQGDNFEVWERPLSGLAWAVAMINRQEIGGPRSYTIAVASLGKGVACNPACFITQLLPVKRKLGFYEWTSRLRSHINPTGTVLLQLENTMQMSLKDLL
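Spleen homogenate 1 ug + cpd (titration) + 4-MU-alpha-D-galactopyranoside 1 mM; 37C 40 min; 50 mM citrate/phosphate pH 5.0, 0.01% Tween-20; stop pH 10; fluorescence 365/440; AC50 via Hill.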
Starred values were filed as active, the others as inactive; ? = inconclusive; · = not tested or not shown; [ ] = dose if it differs, or a comment. Unless noted, calls come from the whole dose curve; as a rule, active = well fitted inhibition curve with a large enough effect; inconclusive = small, poorly fitted or top-dose-only effect, or effect the other way; inactive = flat fitted curve, though single readings scatter. Unless noted, % is set by controls: 0 for no effect and ±100 for the full control effect; potency is the fitted concentration of half-maximal effect. A portion of the library (hit frequency here may not be typical).

SMILES	TRb-SRC2 inh	TexasRed fluor	ALDH1A1 block	aGal spleen mod
CC(CCc1ccc(O)cc1)NCC(O)c1ccc(O)cc1 (centres undefined)	11%	-1%	·	·
CCC(O)OCCCOC (centres undefined)	-5%[201 µM]	-1%[201 µM]	·	·
Cc1nc2ccccc2n1Cc1ccc(Cl)cc1	0%	2%	·	·
O=P(O)(O)OC[C@H]1O[C@](O)(COP(=O)(O)O)[C@@H](O)[C@@H]1O	7%	1%	·	·
Cc1ncc(CSSCc2cnc(C)c(O)c2CO)c(CO)c1O	5%	5%	·	·
CCCCNS(=O)(=O)c1ccccc1	-3%[201 µM]	-3%[201 µM]	·	·
O=C(O)c1ccc(C(=O)O)c(C(=O)O)c1	-1%[201 µM]	-6%[201 µM]	·	·
C/C=C/C/C=C\CCCCCCCCOC(C)=O	-1%[201 µM]	1%[201 µM]	·	·
COC(=O)c1ccccc1C(=O)O	5%[201 µM]	0%[201 µM]	·	·
CCOC(=S)SSC(=S)OCC	2%	1%	·	·
CC(C)=CCC1C(=O)N(c2ccccc2)N(c2ccccc2)C1=O	-1%	-2%	·	·
CCCCC/C(C=O)=C/c1ccccc1	-1%	-1%	·	·
S=C(S)NCCNC(=S)S	-4%[201 µM]	?	·	·
NC(=S)N/N=C/c1cccnc1	2%	-1%	·	·
CCCCOCCOCCOC(=O)CCCCC(=O)OCCOCCOCCCC	-3%[201 µM]	-6%[201 µM]	·	·
O=c1n(CCO)c(=O)n(CCO)c(=O)n1CCO	0%[201 µM]	-4%[201 µM]	·	·
CC(=O)[O][Al][O]C(C)=O	-1%	-1%	·	·
C=C(C)C(=O)OCC(CC)(COC(=O)C(=C)C)COC(=O)C(=C)C	8%[201 µM]	-1%[201 µM]	·	·
CCOC(=O)[C@@H](N)CS	4%	-5%	·	·
CCCCOCCOCCOC(C)=O	2%[201 µM]	-5%[201 µM]	·	·
Cc1ccc(C(C)(C)C)c(O)c1	0%[201 µM]	-6%[201 µM]	·	·
O=C(OCc1ccccc1)c1cccnc1	17%	-3%	·	·
C=C1CC2C3C=C(C)C4=CC(=O)CCC4(C)C3CCC2(C)[C@@]1(OC(C)=O)C(C)=O (some centres undefined)	18%	-2%	·	·
O=C(OCC1CCC2OC2C1)C1CCC2OC2C1 (centres undefined)	3%[201 µM]	3%[201 µM]	·	·
CCCCCCCCCCO	3%[5.17e+03 µM]	0%[5.17e+03 µM]	·	·
CCCCCCCCCCCCCCCCCC(=O)OCC(O)CO (centres undefined)	-2%	-1%	·	·
C[Si](C)(C)N[Si](C)(C)C	3%[201 µM]	-2%[201 µM]	·	·
c1ccc2c(c1)ccc1c3ccccc3ccc21	5%[201 µM]	1%[201 µM]	·	·
COC(=O)c1ccc(C(=O)OC)cc1	-1%[201 µM]	1%[201 µM]	·	·
Cc1nn(C)c(Oc2ccccc2)c1/C=N/OCc1ccc(C(=O)OC(C)(C)C)cc1	-5%[201 µM]	-1%[201 µM]	·	·
CCCCC(CC)COC(=O)/C=C\C(=O)OCC(CC)CCCC (centres undefined)	3%[201 µM]	-6%[201 µM]	·	·
CCN(CC)CCCC(C)Nc1cc(/C=C/c2ccccc2Cl)nc2cc(Cl)ccc12 (centres undefined)	2%	0%	·	·
Oc1ccc(C(c2ccc(O)cc2)C(Cl)(Cl)Cl)cc1	2%[201 µM]	-1%[201 µM]	·	·
CCCCN1CCCC1C(=O)Nc1c(C)cc(C)cc1C (centres undefined)	6%	-3%	·	·
CC(C)CCCCOC(=O)c1ccccc1C(=O)OCCCCC(C)C	1%[201 µM]	-3%[201 µM]	·	·
COc1ncc2nc(CCc3ccccc3)c(=O)n(Cc3ccc(F)cc3)c2n1	·	·	0%	-2%
COc1ccccc1-c1nc(Nc2ccncc2)c2ccccc2n1	·	·	?	3%
Cn1cccc1C(=O)N1CCC2(CC1)CCN(c1ccccn1)CC2	·	·	?	7%
O=C(c1ccco1)N1CCC2(CCCN(c3ncccn3)C2)CC1	·	·	?	-6%
COc1cccc(Cn2c(=O)cnc3cnc(Oc4ccccc4)nc32)c1	·	·	-13%	3%
O=C(c1cnccn1)N1CCC2(CC1)CN(c1ccccc1)C2	·	·	8%	-15%
CN1CCN(c2ncc3nc(-c4ccc(Cl)cc4)c(=O)n(-c4ccccc4)c3n2)CC1	·	·	?	?
c1cncc(-c2cncnc2NCc2cccs2)c1	·	·	5%	-3%
Cc1noc(C)c1C(=O)N1CCC[C@@]2(CCN(C(=O)Nc3ccccc3)C2)C1	·	·	1%	-1%
COc1ncc2ncc(=O)n(Cc3ccc(F)cc3)c2n1	·	·	13%	0%
CN(C)c1nc(-c2ccccc2C(F)(F)F)nc2ccccc12	·	·	-6%	-2%
O=C(c1csnn1)N1CCC2(CC1)CN(c1ccccn1)C2	·	·	?	6%
O=C(c1ccncc1)N1CCC2(CC1)CCN(c1ccccc1)CC2	·	·	-16%	7%
Cc1cnc(CNc2ncnc3ccc(-c4cccc(NS(C)(=O)=O)c4)cc23)cn1	·	·	-3%	-2%
O=C(Nc1ccccc1)N1CC[C@@]2(CCCN(C(=O)c3ccncc3)C2)C1	·	·	1%	1%
O=c1c(-c2ccc(F)cc2)nc2cnc(N3CCNCC3)nc2n1-c1ccccc1	·	·	?	20%
CC(=O)NCCNc1ncncc1-c1ccccc1C	·	·	-5%	-16%
COc1ccc(C(=O)N2CCC3(CC2)CN(Cc2ccc(C#N)cc2)C3)cc1	·	·	-1%	-9%
CN1CCN(c2ncnc3ccc(-c4ccc5c(c4)OCO5)cc23)CC1	·	·	?	-3%
N#Cc1ccc(CN2CC3(CCN(C(=O)c4cc(C(F)(F)F)cc(C(F)(F)F)c4)CC3)C2)cc1	·	·	8%	1%
Cc1ccccc1-c1cc(Nc2ccccc2)ncn1	·	·	?	9%
O=c1c(-c2cccs2)nc2cncnc2n1Cc1ccccc1	·	·	?	4%
O=c1c(CCc2ccccc2)nc2cnc(N3CCNCC3)nc2n1-c1ccccc1	·	·	?	6%
COc1ccccc1CN1CCCC2(CCNCC2)C1	·	·	9%	8%
N#CCCn1c(=O)c(-c2cccs2)nc2cnc(Nc3ccccc3)nc21	·	·	13%	-3%
Carrying on:
SMILES	TRb-SRC2 inh	TexasRed fluor	ALDH1A1 block	aGal spleen mod
COc1cccc(Cn2c(=O)c(-c3ccc(F)cc3)nc3cnc(N4CCOCC4)nc32)c1	·	·	?	12%
COc1cccc(-c2ccc3ncnc(N4CCN(C)CC4)c3c2)c1	·	·	30%	-1%
CC(=O)N1CCC2(CCCN(c3cccc(-c4ccccc4)c3)C2)CC1	·	·	?	3%
COc1cccc(-c2ccc3ncnc(Nc4ccccc4)c3c2)c1	·	·	4%	19%
CC(=O)NCCNc1cc(-c2ccccc2C)ncn1	·	·	10%	14%
COCCn1c(=O)c(-c2cccc(C#N)c2)nc2cnc(OCc3ccccc3)nc21	·	·	?	10%
COCC(=O)N1CCC[C@@]2(CCN(C(=O)Nc3cccc(C#N)c3)C2)C1	·	·	-15%	-17%
COc1ccc(CNc2ccnc(-c3ccc(N(C)C)cc3)n2)c(OC)c1	·	·	?	-24%
O=C(c1cccc(F)c1)N1CCC2(CCN(Cc3nccs3)CC2)CC1	·	·	-6%	-6%
Cn1cc(-c2nc3cnc(Oc4cccc(Cl)c4)nc3n(CCC#N)c2=O)c2ccccc21	·	·	2%	3%
COc1ccc(Oc2ncc3nc(-c4cccc(C#N)c4)c(=O)n(CCC#N)c3n2)cc1	·	·	?	-2%
COC(=O)N1CCC2(CCCN(c3ncccn3)C2)CC1	·	·	-1%	-8%
Cc1noc(C)c1C(=O)N1CCC2(CCCN(C(=O)Nc3cccc(C#N)c3)C2)CC1	·	·	6%	3%
CN(C)C(=O)c1ccc(-c2cc(NCc3cccs3)ncn2)cc1	·	·	?	2%
FC(F)(F)c1cc(CN2CCC3(CCNCC3)CC2)cc(C(F)(F)F)c1	·	·	-6%	-6%
FC(F)(F)c1ccccc1-c1nccc(-n2ccnc2)n1	·	·	?	-5%
O=c1c(-c2cccs2)nc2cncnc2n1C1CC1	·	·	?	-9%
CC(C)NC(=O)N1CCCC2(CCN(C(=O)c3cccn3C)CC2)C1	·	·	-3%	-17%
COc1ccccc1CNc1nc(-c2ccc(C(=O)N(C)C)cc2)nc2ccccc12	·	·	-1%	-22%
Cn1cccc1C(=O)N1CCC2(CCN(C(=O)Nc3ccccc3)CC2)CC1	·	·	3%	-5%
O=C(Oc1ccccc1)N1CCC2(CC1)CN(c1ccccc1)C2	·	·	-10%	-1%
Clc1ccccc1-c1nc(-n2ccnc2)c2ccccc2n1	·	·	-10%	11%
COc1ccc(Oc2ncc3nc(-c4cc(F)cc(F)c4)c(=O)n(C[C@H]4CCCO4)c3n2)cc1	·	·	?	?
FC(F)(F)c1ccccc1-c1nc(NC2CCNCC2)c2ccccc2n1	·	·	7%	15%
COc1ccc(-c2nc3cnc(Oc4cccc(Cl)c4)nc3n(C[C@H]3CCCO3)c2=O)cc1	·	·	?	-13%
COc1cccc(Cn2c(=O)c(-c3ccccc3)nc3cnc(N(C)C)nc32)c1	·	·	?	-3%
O=C(c1ccncc1)N1CCC2(CC1)CCN(c1cccc(-c3ccccc3)c1)CC2	·	·	-3%	-6%
O=c1cnc2cncnc2n1Cc1ccccc1Cl	·	·	3.5µM*	12%
CN(C)c1ncc2nc(-c3ccc(Cl)cc3)c(=O)n(Cc3ccc(F)cc3)c2n1	·	·	?	24%
CC(C)NC(=O)N1CC[C@@]2(CCCN(C(=O)c3csnn3)C2)C1	·	·	-4%	6%
COc1cccc(Nc2ncc3nc(-c4cccs4)c(=O)n(-c4ccccc4)c3n2)c1	·	·	1%	6%
COc1ccc(-n2c(=O)c(-c3ccc(Cl)cc3)nc3cnc(N(C)C)nc32)cc1	·	·	?	14%
Cc1noc(C)c1-c1cncnc1NCCN1CCOCC1	·	·	1%	4%
COc1ccc(Oc2ncc3nc(C)c(=O)n(CCC#N)c3n2)cc1	·	·	?	1%
O=c1c(-c2ccccc2)nc2cnc(N3CCOCC3)nc2n1Cc1ccc(F)cc1	·	·	?	0%
Clc1ccccc1-c1ccc2ncnc(NC3CCNCC3)c2c1	·	·	14%	-23%
